Mtb UGM inh: M. tuberculosis UGM enzyme inhibitors, primary screen, biochemical, fluorescence polarization, single point; UDP-galactopyranose mutase (Mycobacterium tuberculosis (strain ATCC 25618 / H37Rv)), …; purified UGM, fluorescence polarization probe displacement; inhibition, % at 10 µM; 320,000 tested, 0.06% active; AID 504406, 2011; in the data active = inhibition above about 10%, passing the limit was not always enough; inconclusive = no clear call, values can overlap the other calls
CCHFV vOTU inh: CCHFV vOTU protease inhibitors, primary screen, biochemical, Pep-AMC substrate, fluorescence; Crimean-Congo hemorrhagic fever virus L polyprotein viral ovarian tumor (vOTU) protease …; inhibition, % at 11.5 µM; 370,000 tested, 0.55% active; AID 651958, 2012; also: 0% = vehicle wells with enzyme and 100% = no enzyme wells
VHR inh abs: VHR1 phosphatase inhibitors, primary screen, biochemical, absorbance, uHTS; 290,000 tested, 0.52% active; recombinant VHR phosphatase, pNPP absorbance; inhibition, % at 13.3 µM; Dual specificity protein phosphatase 3 (Homo sapiens), P51452; AID 1654, 2009; in the data active = inhibition above about 50%; also: some compounds called inactive have numbers as strong as hits
Target sequence (P51452 whole entry, looked up): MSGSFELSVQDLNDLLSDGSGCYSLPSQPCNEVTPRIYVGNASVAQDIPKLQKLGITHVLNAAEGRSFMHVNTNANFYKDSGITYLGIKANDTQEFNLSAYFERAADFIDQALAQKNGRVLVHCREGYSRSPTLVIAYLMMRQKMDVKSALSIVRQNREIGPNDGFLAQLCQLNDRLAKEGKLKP
GDH-TPI counter: GDH-TPI coupling enzyme inhibitors, primary screen, artefact control for M. tuberculosis FBA inhibitor project, biochemical, absorbance, full deck. 360,000 tested, 1.2% active. GDH-TPI coupled enzyme counterscreen, NADH absorbance. AID 588335, 2011. inhibition, % at 4.8 µM;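 also: 0% = DMSO wells and 100% = wells lacking the enzyme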
FBA Mtb inh: Mtb FBA enzyme inhibitors, primary screen, biochemical, fluorescence, strain H37Rv; Fructose-bisphosphate aldolase (Mycobacterium tuberculosis (strain ATCC 25618 / H37Rv)), …; 360,000 tested, 2.3% active; inhibition, % at 1 µM; AID 588726, 2011; purified M. tuberculosis FBA, fluorescence read-out; in the data active = inhibition above about 27%;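 also: 0% = vehicle and 100% = reference inhibitor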
Target sequence (P9WQA3 whole entry, looked up): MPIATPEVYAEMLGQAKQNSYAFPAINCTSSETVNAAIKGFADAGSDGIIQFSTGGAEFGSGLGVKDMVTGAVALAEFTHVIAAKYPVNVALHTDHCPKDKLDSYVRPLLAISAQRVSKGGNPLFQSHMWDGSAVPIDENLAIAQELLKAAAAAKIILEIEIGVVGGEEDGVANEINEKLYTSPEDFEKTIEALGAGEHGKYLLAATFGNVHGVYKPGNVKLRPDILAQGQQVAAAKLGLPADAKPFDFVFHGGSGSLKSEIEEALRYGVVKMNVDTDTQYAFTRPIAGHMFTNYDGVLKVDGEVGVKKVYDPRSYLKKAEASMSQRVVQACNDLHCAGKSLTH
BoNT-F LC inh: BoNT/F light chain protease inhibitors, primary screen, biochemical, flow cytometry, MLPCN library | Botulinum neurotoxin type F light chain protease (Clostridium botulinum) | Multiplex microsphere protease cleavage assay | inhibition, % at 10 µM | 360,000 tested, 0.22% active | AID 588497, 2011; in the data active = inhibition above about 35%, passing the limit was not always enough; inconclusive = no clear call, values can overlap the other calls; also: plate controls were buffer without enzyme for full effect and enzyme alone for no effect
Rv3671c protease: Rv3671c serine protease inhibitors, primary screen, biochemical, fluorescence polarization, M. tuberculosis H37Rv; P9WHR9; inhibition, % at 5.96 µM; 320,000 tested, 0.048% active; AID 2606, 2010; in the data active = inhibition above about 38%;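 also: extracellular domain of Rv3671c used as enzyme; 0% = enzyme with DMSO and 100% = no enzyme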
Target sequence (P9WHR9 whole entry, looked up, the tested form may be a part): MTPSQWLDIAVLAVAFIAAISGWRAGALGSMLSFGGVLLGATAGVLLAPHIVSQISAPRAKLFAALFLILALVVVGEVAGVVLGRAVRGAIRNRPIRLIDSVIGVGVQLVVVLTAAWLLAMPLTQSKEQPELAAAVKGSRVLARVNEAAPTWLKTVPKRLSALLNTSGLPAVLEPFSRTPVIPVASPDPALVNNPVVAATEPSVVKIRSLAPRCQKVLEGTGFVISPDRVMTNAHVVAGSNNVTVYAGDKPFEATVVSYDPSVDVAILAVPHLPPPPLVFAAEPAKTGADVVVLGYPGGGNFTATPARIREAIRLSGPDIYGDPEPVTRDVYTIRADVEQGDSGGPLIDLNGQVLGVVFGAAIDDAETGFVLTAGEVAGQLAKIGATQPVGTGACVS
MazF activator: activators of E. coli MazEF toxin-antitoxin RNase, primary screen, biochemical, fluorescence, uHTS; Endoribonuclease toxin MazF (Escherichia coli (strain K12)), P0AE70; FAM/BHQ RNA-DNA oligo cleavage fluorescence, 5 h; activation, % at 20 µM; 350,000 tested, 0.32% active; in the data active = activation above about 50%
Target sequence (P0AE70 whole entry, looked up): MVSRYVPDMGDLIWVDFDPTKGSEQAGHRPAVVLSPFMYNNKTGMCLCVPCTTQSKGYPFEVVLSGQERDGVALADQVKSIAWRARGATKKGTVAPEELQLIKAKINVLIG
Mtb BioA inh: M. tuberculosis BioA enzyme inhibitors, primary screen, biochemical, plate reader, single point, HTS; 360,000 tested, 0.096% active; purified M. tuberculosis BioA enzyme; inhibition, % at 9.99 µM; AID 602481, 2012; in the data active = inhibition above about 40%; inconclusive = no clear call, values can overlap the other calls
FadD28 FP inh: inhibitors of FadD28 bisubstrate probe binding, primary screen, biochemical, fluorescence polarization, single point; inhibition, % at 12.5 µM; 360,000 tested, 0.22% active; AID 588549, 2011; in the data active = inhibition above about 8.5%, passing the limit was not always enough; inconclusive = no clear call, values can overlap the other calls
* hit, by the source's call; ? = inconclusive; nt = not tested or not shown; & = joins results of further samples. Rule as the data show it, unless noted: active = inhibition above about 30%; inactive = the rest.

SMILES	Mtb UGM inh	CCHFV vOTU inh	VHR inh abs	GDH-TPI counter	FBA Mtb inh	BoNT-F LC inh	Rv3671c protease	MazF activator	Mtb BioA inh	FadD28 FP inh
O=C(O)c1ccccc1NC(=S)NC(NC(=O)c1ccccc1[N+](=O)[O-])C(Cl)(Cl)Cl (stereo not given)	1.4	-9	15	-10	10	-1	-2	1	-1.0	-6.0
O=C(O)C1CCCNC1 (stereo not given)	1.8	nt	9	-3	2	-1	-6	9	-0.6	-0.5
Cc1cc(C)c(NC(=O)C2CCCN(S(=O)(=O)c3c(C)noc3/C=C/N(C)C)C2)c(C)c1 (stereo not given)	-1.2	17	-9	34*	-2	-3	-8	6	-0.4	-1.5
CCOC(=O)C1=C(C)N=c2s/c(=C\c3ccc(O)c([N+](=O)[O-])c3)c(=O)n2C1c1ccccc1OC (stereo not given)	-2.1	-7	-6	15	-5	-34	17	-7	-0.2	1.8
Cc1ccc(C)c(OCCCC(=O)N2CCOCC2)c1	0.3	-3	6	5	-2	2	-4	2	nt	-1.6
Cc1cc2nnc(SC(C)C)n2c2ccccc12	2.6	-9	40	15	28*	-1	-3	5	nt	2.3
COC(=O)c1ccc(-n2c(C)cc(C(=O)COC(=O)C3=COCCO3)c2C)cc1	-1.8	-1	nt	7	-1	-1	0	-5	-0.4	0.6
CCn1ncc(Br)c1C(=O)Nc1cc(C)cc(C)c1	-0.7	-15	5	0	3	-16	-2	-4	nt	-0.4
CC(C)c1csc(CN2CCC(CO)(Cc3cccc(F)c3)CC2)n1	1.1	-4	7	-2	-1	0	5	-6	nt	-0.4
CCC(=O)OC1(C)C(=O)C=C2C=C(CCCC(=O)OC)OC=C2C1=O (stereo not given)	5.9	-2	nt	13	1	2	8	-43	-3.9	3.9
O=C(N/N=C/c1c[nH]c2ccccc12)c1cc(-c2ccc(-c3ccccc3)cc2)n[nH]1	-1.2	-12	23	13	3	-8	-83	8	-0.9	-2.6
Cc1ccccc1NC(=O)CSc1nc(Nc2ccccc2)nc(N2CCOCC2)n1	2.0	0	20	3	-2	2	1	4	1.8	-3.6
COc1cccc(N(C(=O)c2snc(C(N)=O)c2N)C(C(=O)NCc2ccccc2)c2ccc(O)cc2)c1 (stereo not given)	1.4	-4	26	8	13	10	-24	8	-0.2	-0.5
O=C(NCc1ccccc1)N1CCC(Cc2ccccc2)CC1	1.2	-6	21	0	1	?	-5	-1	-0.6	-1.2
COCCNC(=O)/C(C#N)=C1\N=C(NC(=O)c2ccco2)c2ccccc21	nt	20	nt	45*	3	1	nt	8	-0.5	-1.0
COc1ccccc1CN=C1NC(=O)C(CC(=O)Nc2ccc(C(C)=O)cc2)S1 (stereo not given)	-1.1	-9	18	13	5	-4	-14	5	1.5	-2.6
O=C(CNc1cccc(S(=O)(=O)N2CCCC2)c1)Nc1cccc(F)c1	-0.1	-12	nt	5	1	nt	3	6	2.0	-0.9
Cc1ccc(CNC(=O)C(N=C2NS(=O)(=O)c3ccccc32)C(C)C)cc1 (stereo not given)	0.9	-7	nt	-4	-3	-7	-6	6	-2.4	-3.3
CC(C)NC(=O)c1nn2c(C(F)(F)F)cc(-c3ccco3)nc2c1Cl	0.4	-6	22	9	-2	-10	-6	15	-2.1	1.1
CC(=O)Nc1ccc(NC(=O)C2(C)Cc3c(-c4ccccc4)ccnc3O2)cc1 (stereo not given)	nt	12	nt	-1	1	-2	nt	nt	1.5	-2.7
CCSc1nsc(NC(=O)Nc2ccc(F)cc2F)n1	3.6	nt	13	7	1	13	-8	15	-0.2	0.2
Cc1ccc(C)c(N(CC(=O)NC2CCCC2)C(=O)c2csnn2)c1	3.4	5	17	3	-5	-4	-3	10	0.5	-3.4
CC(=O)N1CCN(c2ccc(NC(=O)c3cc4ccccc4o3)cc2)CC1	1.4	17	18	8	-3	-13	-2	7	-0.2	-0.5
CSCCC(NC(=O)c1ccco1)C(=O)N1CCCCCCC1 (stereo not given)	1.5	-4	nt	3	1	?	0	4	0.0	-1.3
O=c1c2ccccc2ncn1-c1cccc([N+](=O)[O-])c1	-7.0	-1	nt	4	-2	7	5	2	nt	-0.4
COCCN1CCN(C(=O)c2ccc3nc(Cc4ccc(OC)c(OC)c4)oc3c2)CC1	1.4	17	-2	5	1	-11	5	-2	0.0	-1.8
O=C(CSc1nnc2ccccn12)Nc1ccc(S(=O)(=O)N2CCOCC2)cc1	0.8	-4	11	-1	2	-3	2	5	nt	-1.8
O=C(NCC1CCCO1)c1ccc(S(=O)(=O)Nc2ccccc2F)cc1 (stereo not given)	0.5	7	nt	-5	0	-5	0	-4	nt	-2.0
COc1ccc(C)cc1Nc1n[n+](-c2ccccc2)c(-c2cc(OC)c(OC)cc2Br)s1	1.5	7	29	2	1	-22	-6	2	-2.6	-2.1
O=C(Oc1ccc[nH]c1=O)c1cccc(Cl)c1	2.8	-9	15	0	2	28	-1	7	-0.4	0.0
Cc1ccc(NS(C)(=O)=O)c(C(=O)c2ccccc2)c1	3.2	-2	45	-2	1	17	3	14	0.6	-2.6
Cc1ccc(NC(=O)C2CC(=O)Nc3nncn32)cc1 (stereo not given)	-2.3	-8	3	14	-5	-5	-3	8	nt	-1.0
CC(C)NC(=O)N(C)C[C@H]1Oc2ccc(NC(=O)C3CC3)cc2C(=O)N([C@H](C)CO)C[C@@H]1C	4.1	2	nt	12	5	-9	2	-3	-0.3&-3.0	-0.2
O=C(NCc1cccnc1)NC1CC(=O)N(c2ccc3c(c2)OCCO3)C1 (stereo not given)	-1.3	-8	14	4	1	0	-1	-2	2.1	0.1
Oc1ccccc1/C=N/NC(=S)NC1CC2CCC1C2 (stereo not given)	0.8	-1	2	25	1	?	11	18	-0.8	-0.8
O=S(=O)(/N=C/c1ccccc1O)c1cccs1	-1.2	-10	12	-3	0	4	1	8	-1.7	-2.6
COc1ccc(NC(=O)C2CCCN(c3c4c(nc5ncnn35)CCC4)C2)cc1OC (stereo not given)	3.2	-11	15	6	-2	-5	4	6	13	-1.1
CCc1ccc(NC(=O)Nc2ccncc2)cc1	3.4	10	5	-1	-5	2	-6	3	4.8	-2.4
CCN1CCN(C(=S)Nc2ccc(C(C)=O)cc2)CC1	0.4	-7	17	-12	1	0	2	0	5.7	-2.3
COc1ccc(C(=O)COC(=O)C2CC3CCCC(C2)C3=O)cc1Br (stereo not given)	-3.0	-3	nt	4	2	9	4	2	-4.7	-3.7
CCCCC(=O)NC(NC(=S)N1CCOCC1)C(Cl)(Cl)Cl (stereo not given)	-2.1	2	6	-4	-1	2	-1	-5	-0.9	-2.3
CCn1nnnc1SCC(=O)N1c2ccccc2Sc2ccccc21	-1.6	8	-1	-13	-5	7	-2	-13	4.0	-4.6
COC(=O)CSc1nnc([C@H](Cc2ccccc2)NC(=O)OC(C)(C)C)o1	0.6	0	-6	0	44*	0	0	0	-0.1	-2.5
COCCn1c(=O)[nH]c2cc(C(=O)Nc3nnc(C)s3)ccc21	-1.3	11	36	3	6	5	4	7	-2.1	-2.7
CCCC(C(=O)NC(C)(C)CC)N(CC1CCCO1)C(=O)CNS(=O)(=O)c1ccc(F)cc1 (stereo not given)	-0.9	23	2	0	0	2	4	6	-0.6	0.3
Cc1cc(N/N=C/c2ccc(Cl)cc2Cl)nc(NCc2ccccc2)n1	-2.6	4	7	16	1	-3	-28	-13	nt	-7.6
CCCn1nnnc1NC(=O)c1cc(Br)ccc1OC	-0.6	-13	15	6	3	1	3	2	nt	-0.2
CCCn1c(=S)[nH]c2cc(C(=O)N3CCc4ccccc4C3)ccc2c1=O	1.8	-7	-3	6	0	-9	-2	-13	nt	-0.6
CC(C)(C)c1ccc(-c2noc(CCC(=O)NCC3CCCO3)n2)cc1 (stereo not given)	2.0	4	19	7	1	-3	4	-9	nt	-1.5
O=C(Nc1ccc(-c2nc3ccccc3[nH]2)cc1)c1ccccc1NS(=O)(=O)c1ccc(F)cc1	2.5	14	10	31*	87*	-1	-108	-7	6.3	1.6
The results go on.
SMILES	Mtb UGM inh	CCHFV vOTU inh	VHR inh abs	GDH-TPI counter	FBA Mtb inh	BoNT-F LC inh	Rv3671c protease	MazF activator	Mtb BioA inh	FadD28 FP inh
COc1ccc(OC)c2c1sc(=NC(=O)C1CCCCC1)n2C	-4.8	1	1	0	1	-5	1	-5	-1.6	-0.3
CCOC(=O)[C@@H]1[C@H]2COc3ccccc3[C@H]2N2C(=O)N(c3cccc(F)c3)C(=O)[C@]12C	-1.0	1	1	-6	-1	-4	0	6	-0.5	-2.7
O=C(OCc1ccc(Cl)c(Cl)c1)c1cnccn1	2.0	4	7	0	-5	-10	7	-5	-4.8	-0.2
Nc1c(C(=O)Nc2ccccc2)sc2ncc([N+](=O)[O-])cc12	2.4	-9	25	6	-1	nt	7	12	4.2	-1.0
O=C(O)CCN1C(=O)/C(=C\c2ccncc2)SC1=S	-1.2	1	10	2	0	-2	-2	5	-1.4	-1.4
COc1ccc(S(=O)(=O)NCc2ccco2)cc1-c1nnc2c3ccccc3c(C)nn12	-2.9	-2	22	7	7	6	1	9	nt	-3.1
COc1cc(OC)c(NC2=CC(=O)C(=O)c3ccccc32)cc1Cl	-0.6	16	66	10	1	-7	-35	3	-0.2	1.7
CC1(C)CC(=O)C2=C(C1)N1C(=C(C#N)C2c2ccc(Cl)cc2)N=C(N)c2ccccc21 (stereo not given)	0.5	6	0	8	1	-9	-12	3	-0.5	-2.6
CC1(C(=O)NC2CCCC2)CCC(=O)N1C1CCN(Cc2ccccc2)CC1 (stereo not given)	nt	-6	nt	nt	-3	-3	nt	nt	-1.1	-3.1
O=C(Cn1nnc2ccccc21)N/N=C\c1cccs1	2.0	7	7	4	2	-2	-2	-5	nt	-1.5
COc1ccc2[nH]c3c(c2c1)CCN[C@H]3C	0.9	-2	10	16	0	-77	6	11	nt	-2.5
COc1ccc(S(=O)(=O)Nc2ccc3c(c2)OCCO3)cc1Cl	2.1	5	-1	-3	-3	8	-2	-1	nt	-2.2

Another view of 2 compounds above.
Each structure is followed by: Mtb UGM inh, CCHFV vOTU inh, VHR inh abs, GDH-TPI counter, FBA Mtb inh, BoNT-F LC inh, Rv3671c protease, MazF activator, Mtb BioA inh, FadD28 FP inh
COc1ccc(OC)c2c1sc(=NC(=O)C1CCCCC1)n2C
→ -4.8, 1, 1, 0, 1, -5, 1, -5, -1.6, -0.3
COc1ccc(S(=O)(=O)NCc2ccco2)cc1-c1nnc2c3ccccc3c(C)nn12
→ -2.9, -2, 22, 7, 7, 6, 1, 9, nt, -3.1

Whole records from above.
Nc1c(C(=O)Nc2ccccc2)sc2ncc([N+](=O)[O-])cc12 as listed: Mtb UGM inh = 2.4; CCHFV vOTU inh = -9; VHR inh abs = 25; GDH-TPI counter = 6; FBA Mtb inh = -1; BoNT-F LC inh = nt; Rv3671c protease = 7; MazF activator = 12; Mtb BioA inh = 4.2; FadD28 FP inh = -1.0
COc1ccc(OC)c2c1sc(=NC(=O)C1CCCCC1)n2C as listed: Mtb UGM inh = -4.8; CCHFV vOTU inh = 1; VHR inh abs = 1; GDH-TPI counter = 0; FBA Mtb inh = 1; BoNT-F LC inh = -5; Rv3671c protease = 1; MazF activator = -5; Mtb BioA inh = -1.6; FadD28 FP inh = -0.3

Screens deposited in PubChem by several laboratories.
